TbHK1 inh – Trypanosoma brucei hexokinase 1 inhibitors, primary screen, biochemical, G6PDH-coupled NADH absorbance, MLSCN library. AID 1430, 2008. 0.11% of 220,000 active. recombinant TbHK1, G6PDH-coupled NADH A340. hexokinase 1 [Trypanosoma brucei]. inhibition, % at 10 µM;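 active means inhibition of 50% or more in the single-dose primary screen; inactive means inhibition below 50%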
KCC2 mod – KCC2 cotransporter modulators, thallium flux, primary screen, cell-based, HEK293 KCC2, FluoZin-2 fluorescence, MLSMR; Solute carrier family 12 member 5 (Homo sapiens), Q9H2X9; KCC2 cells, thallium flux FluoZin-2 fluorescence; B-score of Tl+ flux slope (higher = more flux/activation; lower = inhibition) at 10 µM; 2.2% of 190,000 active;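 active means thallium flux slope and its plate-corrected score both differing from the plate sample mean at a set confidence after two filtering rounds, in either direction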;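 further: slope of fluorescence scaled to starting intensity during 10 to 20 s after thallium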
Furin inhibitor – human furin inhibitors, primary screen, biochemical, fluorescence intensity; P09958; purified furin, fluorogenic substrate cleavage; inhibition, % at 30 µM; 0.061% of 220,000 active; in the data active means inhibition above about 25%; further: inactives centre near -15
Target sequence (P09958 108-714 limits assumed): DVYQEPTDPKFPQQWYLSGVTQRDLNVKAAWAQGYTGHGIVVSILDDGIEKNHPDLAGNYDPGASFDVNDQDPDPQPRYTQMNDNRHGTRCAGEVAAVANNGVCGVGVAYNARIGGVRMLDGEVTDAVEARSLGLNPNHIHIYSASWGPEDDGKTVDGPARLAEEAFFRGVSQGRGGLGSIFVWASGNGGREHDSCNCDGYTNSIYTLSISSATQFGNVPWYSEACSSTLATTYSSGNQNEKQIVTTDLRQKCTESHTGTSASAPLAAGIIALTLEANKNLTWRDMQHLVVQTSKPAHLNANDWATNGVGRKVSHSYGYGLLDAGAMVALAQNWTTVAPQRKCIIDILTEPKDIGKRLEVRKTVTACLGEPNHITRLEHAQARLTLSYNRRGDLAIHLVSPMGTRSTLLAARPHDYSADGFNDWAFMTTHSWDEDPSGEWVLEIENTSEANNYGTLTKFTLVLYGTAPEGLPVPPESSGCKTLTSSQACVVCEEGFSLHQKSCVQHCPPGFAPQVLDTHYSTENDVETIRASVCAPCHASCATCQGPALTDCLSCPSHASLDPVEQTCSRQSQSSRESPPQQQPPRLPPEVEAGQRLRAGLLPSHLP
zfTRPN1 agonist – zebrafish TRPN1 channel agonists, primary screen, cell-based, HEK293, calcium fluorescence; transient receptor potential cation channel N1 (TRPN1/NompC), Danio rerio; activation, % at 3 µM; 0.18% of 220,000 active; HEK293 zebrafish TRPN1-YFP, Fluo-8 calcium fluorescence; 100% = response to 87 µM carbachol; AID 1424, 2008;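 active means activation above its plate's cutoff, the mean activation of test wells on that plate plus 3 SD, cut at about 19% in these data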;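 further: 0% = DMSO alone and 100% = 87 µM carbachol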
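Material: zebrafish TRPN1-YFP in HEK293 cells; Doses: single test compound dose, 3 µM nominal, 0.3% DMSO; Timing: dye loading 1 h at 37 °C, then 30 min room temperature; Technique: intracellular calcium fluorescence with Fluo-8; Benchmarks: high carbachol 87 µM, low DMSO alone.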
Calpain2 inh – inhibitors of pig calpain II, primary screen, biochemical, fluorogenic peptide substrate, 1536-well. purified calpain II, 30 min. inhibition, % at 16 µM. 0.37% of 220,000 active. AID 1236, 2008;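 active means inhibition above about 50%, limit read from the data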
PPC-1+TRAIL kill – compounds killing PPC-1 cancer cells with TRAIL present, primary screen, TRAIL potentiator project, ATPLite luminescence, uHTS. PPC-1 cells + TRAIL, ATPLite viability luminescence. cell killing (% activity), % at 4 µM. 0.41% of 220,000 active;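 active means cell killing above 50% in the first pass at 4 µM, then a duplicate retest at 5 µM averaging 50% or more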;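 further: plate controls were cells with TRAIL plus DMSO for no effect and medium-only wells lacking cells for full effect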
TRPML3 agonist – human TRPML3 channel agonists, primary screen, cell-based, HEK293 TRPML3-YFP, Fluo-8 calcium fluorescence, 3 µM; 100% = the carbachol control signal; AID 1448, 2008; activation, % at 3 µM; Mucolipin-3 (Homo sapiens), Q8TDD5; 0.29% of 220,000 active;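 active means activation above its plate's cutoff, the mean activation of the plate's test wells plus 3 SD, cut at about 12% in these data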;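 further: 0% = DMSO only wells and 100% = carbachol wells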
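Test system – HEK293 line with stable expression of human TRPML3-YFP channel · Control set – carbachol 87 µM final as high control (100%), DMSO as low control (0%) · Signal – Fluo-8 calcium dye fluorescence, ex 470-495, em 515-575 nm · Incubation – 1-h 37 °C dye load, 5-s basal, 120-s post-compound reads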
EBV gp42 inh – Epstein-Barr virus gp42 inhibitors, primary screen, biochemical, uHTS, fluorescence polarization | Glycoprotein 42 (Epstein-Barr virus (strain AG876)), Q1HVG2 | Fluorescence polarization binding assay, mP read-out | inhibition, % (tested at 21.74 µM) | 0.42% of 220,000 active; in the data active means inhibition above about 50%
Target sequence (Q1HVG2 whole entry, looked up): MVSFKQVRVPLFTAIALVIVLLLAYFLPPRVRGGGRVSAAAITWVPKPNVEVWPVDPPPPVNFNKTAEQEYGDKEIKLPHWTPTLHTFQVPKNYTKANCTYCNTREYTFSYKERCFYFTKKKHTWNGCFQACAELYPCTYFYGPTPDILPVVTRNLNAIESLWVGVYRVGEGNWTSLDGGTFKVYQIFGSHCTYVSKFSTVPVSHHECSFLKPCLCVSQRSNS
thrombin 1536 – human alpha-thrombin inhibitors, primary screen, counter-screen for coagulation protease inhibitor project, biochemical, 1536-well, fluorogenic AMC substrate. Prothrombin (Homo sapiens), P00734. Boc-VPR-AMC fluorogenic substrate cleavage. inhibition, % at 5 µM. 0.26% of 220,000 active. AID 1046, 2008;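 active means inhibition at or above 40%; inactive means inhibition below 40%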;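 further: 0% = enzyme with no compound and 100% = wells without enzyme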
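signal = AMC fluorescence, 355/460 nm | material = human alpha-thrombin enzyme | control set = enzyme without compound as high, wells lacking enzyme as low | times = reaction at room temperature | read-out basis = percent inhibition scaled between no-compound controls and no-enzyme blanks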
Numbers without * were called inactive; i = inactive; / = not tested or not shown; [ ] = another dose, or the depositor's remark.

1. C=C(C)CNC(=S)NNC(=O)CCn1c2cc(Cl)ccc2c2ccc(Cl)cc21
2. CCOc1cccc(/C=N/NS(=O)(=O)c2ccc(C)c([N+](=O)[O-])c2)c1O
3. C[n+]1cc[nH]c1SCC(=O)c1ccccc1
4. CC(C)c1ccc(NC(=O)COc2ccc(F)cc2C(=O)c2cnn(-c3ccccc3)c2)cc1
5. O=C(NCc1cccs1)c1cc(-c2ccccn2)nc2ccc(Br)cc12
6. Cc1nc(NC(=O)CSc2nncs2)c(Cl)cc1Cl
screen / no.	1	2	3	4	5	6
TbHK1 inh	31	-9	-2	-2	-4	7
KCC2 mod	0.78	-0.33	-0.02	-0.53	1.3	-0.26
Furin inhibitor	-22	-28	-13[20 µM]	-25	2	-15
zfTRPN1 agonist	-1.7	-0.2	0.3	0.2	0.9	-1.0
Calpain2 inh	20	-19	-27	-18	-17	10
PPC-1+TRAIL kill	25	18	10	18	42	6
TRPML3 agonist	-0.1	1.3	-0.1	0.6	0.5	0.5
EBV gp42 inh	11	-9	14	-1	4	-4
thrombin 1536	-1	-9	-5	-4	2	-1

7. CC(=O)c1cccc(NC(=O)c2ccc3c(Cl)c4c(nc3c2)CCCC4)c1
8. Cc1cccc(N/C(N)=N/c2nc(C)cc(C)n2)c1
9. CCc1ccc(NC(=O)CSc2ccc(-c3ccco3)nn2)cc1
10. CCC1(CC)NC(=O)N(CC(=O)OCC(=O)Nc2ccc(C(F)(F)F)cc2)C1=O
11. O=C(Cc1ccc(-c2ccccc2)cc1)NC(c1ccccc1)c1ccccc1
12. CCOc1ccc(-n2c(=O)c3c(C)c(C)sc3n(CC(=O)NCc3ccco3)c2=O)cc1
screen / no.	7	8	9	10	11	12
TbHK1 inh	-8	-1	0	-9	-6	10
KCC2 mod	0.7	/	-2.3	0.69	0.52	-1.2
Furin inhibitor	-14	-16[20 µM]	-27	-9[20 µM]	-18	-22
zfTRPN1 agonist	-0.4	6.4	2.6	2.1	1.7	0.8
Calpain2 inh	-43	-10	-34	7	-5	30
PPC-1+TRAIL kill	10	4	27	-4	16	-13
TRPML3 agonist	1.0	6.0	0.6	0.9	0.6	0.8
EBV gp42 inh	-5	-5	-12	-8	-27	2
thrombin 1536	5	6	-4	-1	2	-4

13. CC1(C)CC(=O)C(N=Nc2cccnc2)=C(O)C1
14. Cc1ccccc1S(=O)(=O)Cc1ccc(C(=O)NCc2cccs2)o1
15. Cc1cc(C(=O)O)cc(S(=O)(=O)N2CCOCC2)c1C
16. CC(C)CC(NC(=O)OC(C)(C)C)c1cn([C@@H](Cc2ccc(O)cc2)C(=O)N2CCN(C(=O)OC(C)(C)C)CC2)nn1 (stereo partly drawn)
17. COc1ccc(NC(=O)N2CCCC(c3nc(-c4ccc(OC)cc4)no3)C2)cc1 (stereo not drawn)
18. O=c1c2cccnc2[nH]c(=S)n1CCCN1CCN(c2ccc(F)cc2)CC1
screen / no.	13	14	15	16	17	18
TbHK1 inh	-32	1	1	-6	-5	-17
KCC2 mod	1.2	/	/	-2.4	-0.25	6*
Furin inhibitor	5	-7[20 µM]	-10[20 µM]	-25	-18	-11[20 µM]
zfTRPN1 agonist	1.4	1.1	0.5	-0.6	1.5	1.0
Calpain2 inh	-9	-6	-32	26	-11	-1
PPC-1+TRAIL kill	-6	-15	8	9	4	-4
TRPML3 agonist	1.5	-0.1	0.4	-0.4	2.8	0.1
EBV gp42 inh	-7	-22	-14	-11	-5	-18
thrombin 1536	-6	-4	-7	2	-5	-1

Shown as a hit in KCC2 mod, of those listed so far:
nr	SMILES	TbHK1 inh	KCC2 mod	Furin inhibitor	Calpain2 inh	TRPML3 agonist	EBV gp42 inh
18	O=c1c2cccnc2[nH]c(=S)n1CCCN1CCN(c2ccc(F)cc2)CC1	-17	6*	-11[20 µM]	-1	0.1	-18

Continuation:
19. CCCCNS(=O)(=O)c1ccc2nc(-c3cccs3)cc(C(=O)NCC(OC)OC)c2c1
20. CC(=O)c1ccc2c(c1)c1ccccc1n2CC(C)C
21. CC(C)C(=O)N1CCN(c2nc(-c3ccc(Cl)cc3)cs2)CC1
22. Cc1ccsc1/C=N/NC(=O)Cc1ccc(Cl)cc1
23. COc1ccc(/C=N/NC(=O)CCn2cnc(-c3ccccc3)c2-c2ccccc2)cc1
24. COc1cc(O)c(C(CCN2CCCC(C)C2)c2cc(OC)c(OC)c(OC)c2)c(OC)c1 (stereo not drawn)
screen / no.	19	20	21	22	23	24
TbHK1 inh	-17	-6	-9	-13	-13	1
KCC2 mod	-0.77	0.35	-2.8	2.7	0.067	0.43
Furin inhibitor	-50	-14[20 µM]	-31	-21	-12	-35
zfTRPN1 agonist	-1.1	-1.9	0.4	-0.8	0.3	/
Calpain2 inh	i	-63	-28	15	0	-12
PPC-1+TRAIL kill	-15	9	12	14	9	-5
TRPML3 agonist	-0.1	-0.3	1.0	-0.6	-0.1	/
EBV gp42 inh	-3	1	-5	-5	16	-22
thrombin 1536	-5	-1	14	4	-4	2

Random excerpt: four records from the list.
24. COc1cc(O)c(C(CCN2CCCC(C)C2)c2cc(OC)c(OC)c(OC)c2)c(OC)c1 (stereo not drawn)
22. Cc1ccsc1/C=N/NC(=O)Cc1ccc(Cl)cc1
23. COc1ccc(/C=N/NC(=O)CCn2cnc(-c3ccccc3)c2-c2ccccc2)cc1
20. CC(=O)c1ccc2c(c1)c1ccccc1n2CC(C)C
screen / no.	24	22	23	20
TbHK1 inh	1	-13	-13	-6
KCC2 mod	0.43	2.7	0.067	0.35
Furin inhibitor	-35	-21	-12	-14[20 µM]
zfTRPN1 agonist	/	-0.8	0.3	-1.9
Calpain2 inh	-12	15	0	-63
PPC-1+TRAIL kill	-5	14	9	9
TRPML3 agonist	/	-0.6	-0.1	-0.3
EBV gp42 inh	-22	-5	16	1
thrombin 1536	2	4	-4	-1

Continuation.
25. O=C(NCc1ccncc1)NC1CCCCC1
26. COc1ccccc1C(=O)N1CCN(c2nc3cc(C)c(C)cc3cc2C#N)CC1
27. CC(C)Cc1nc2sc3c(c2c(=O)n1N)CC(C)(C)OC3
28. COc1ccc(-n2c(O)c(Cc3ccccc3)c(=O)n3nc(-c4ccccc4)c(=O)cc23)cc1
29. COc1ccccc1C(=O)NC(CCSC)C(=O)OCC(=O)c1ccc[nH]1 (stereo not drawn)
30. O=C1CCCC2=C1C(c1ccccc1)n1c(s/c(=C/c3cccc(F)c3)c1=O)=N2 (stereo not drawn)
screen / no.	25	26	27	28	29	30
TbHK1 inh	2	-7	-8	-17	1	-14
KCC2 mod	0.36	-0.1	-0.13	0.069	-0.64	0.57
Furin inhibitor	-19	-18	-13	-10[20 µM]	-12	-17[20 µM]
zfTRPN1 agonist	1.5	-0.6	0.6	-0.5	5.9	0.4
Calpain2 inh	28	-157	5	-80	-7	-6
PPC-1+TRAIL kill	5	14	11	20	12	26
TRPML3 agonist	0.1	-0.9	1.1	1.1	-0.5	0.7
EBV gp42 inh	-15	-4	-6	-6	-6	-15
thrombin 1536	-2	-8	1	1	-11	29

31. COc1cccc(NC(=O)c2nc3nc(C)cc(C(F)F)n3n2)c1
32. COC(=O)c1sc(C(F)(F)F)c(-c2ccccc2)c1S(=O)(=O)N(C)C
33. O=S(=O)(NC1CCCC1)c1ccc(S(=O)(=O)N2CCN(c3ccccc3)CC2)cc1
34. Cc1ccc(NC(=O)COC(=O)Cn2nc(C)c([N+](=O)[O-])c2C)c([N+](=O)[O-])c1
35. COc1ccc(Nc2cc(C)nc(NCc3ccccc3)n2)cc1
36. O=C(NC1CCCC1)c1ccc(COCC(F)(F)F)o1
screen / no.	31	32	33	34	35	36
TbHK1 inh	-3	0	-11	34	-2	0
KCC2 mod	-0.59	-1.8	/	-0.75	0.052	/
Furin inhibitor	-23	-14	-27[20 µM]	13	-15	-12[20 µM]
zfTRPN1 agonist	1.0	-0.8	-1.5	-1.7	2.1	0.0
Calpain2 inh	2	-21	12	17	-2	-1
PPC-1+TRAIL kill	13	12	-16	31	4	2
TRPML3 agonist	0.6	1.2	0.1	0.2	1.2	0.9
EBV gp42 inh	-18	-5	-7	-5	5	-15
thrombin 1536	1	-4	-12	-4	-7	-8

37. CCOc1ccc(-c2nnc3sc(-c4c(OC)cccc4OC)nn23)cc1
38. Cc1ccc2nc(NCCCO)nc(-c3ccccc3)c2c1
39. CNC(=O)COC(=O)/C=C/c1cn(-c2ccccc2)nc1-c1ccc(C)o1
40. Cc1ccccc1NC(=O)Cc1ccccc1
41. COc1ccc2nc(NCCCO)[nH]c2c1
42. COc1ccc(S(=O)(=O)N2CCN(S(=O)(=O)c3ccc4c(c3)OCCO4)CC2)cc1
43. Cc1ccc(NC(=S)Nc2ccc(S(=O)(=O)Nc3ncccn3)cc2)cc1Cl
44. N#Cc1c(NC(=O)c2cccc(S(=O)(=O)Nc3ccc(C(=O)O)cc3)c2)sc2c1CCCC2
45. Cc1ccc(S(=O)(=O)N(C)C)cc1NC(=O)C(C)OC(=O)c1ccc2c(c1)OCCO2 (stereo not drawn)
screen / no.	37	38	39	40	41	42	43	44	45
TbHK1 inh	-7	-2	-28	1	6	-9	-9	-21	-4
KCC2 mod	-0.77	-0.42	-0.46	-0.046	-0.28	0.48	0.24	-2.9	-0.99
Furin inhibitor	10[20 µM]	-21[20 µM]	-18	-12[20 µM]	-10[20 µM]	-30	-12	-9	-1
zfTRPN1 agonist	1.0	-0.6	0.7	0.6	0.5	0.4	2.8	0.4	1.0
Calpain2 inh	/	-151	-17	-7	-12	-8	17	52*	12
PPC-1+TRAIL kill	/	-19	-4	9	4	-4	3	-3	-6
TRPML3 agonist	0.9	-0.4	-0.3	0.1	1.0	0.5	0.8	0.0	-0.2
EBV gp42 inh	/	12	-4	-3	1	-13	-15	8	-18
thrombin 1536	/	-11	-6	-4	-5	-12	-5	6	11

From PubChem
